# From PubChem BioAssay
# HPDE-C7 viability: cytotoxicity in HPDE-C7 cells, cell-based, fluorescence, HTS (AID 430); HPDE-C7 pancreatic duct cells viability, fluorescence; higher % means a stronger effect; cytotoxicity, % at 10 µM, or EC50 in µM where a hit was titrated; 63,000 compounds, 1.8% hits;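 note: cells exposed to compound for 48 hours before viability readout; 0% = vehicle and 100% = reference cytotoxic drug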
# Bfl-1 inhibitors: displacement of Bid BH3 peptide from Bfl-1 – biochemical, fluorescence polarization, FITC-Bid, mouse, primary screen (AID 432) | FITC-Bid BH3 peptide fluorescence polarization displacement; higher % means a stronger effect | displacement, % at 20 µM, or IC50 in µM where a hit was titrated | 64,000 compounds, 0.02% hits; in the data active = a potency from the dose series; inactive = the rest, 99 in 100 with displacement below about 15%; note: strong numbers were not always called active
# LYP phosphatase: inhibition of human PTPN22 tyrosine phosphatase – biochemical, DiFMUP fluorescence, recombinant catalytic domain, 10 µM, primary screen (AID 606); recombinant LYP catalytic domain, DiFMUP fluorescence; higher % means a stronger effect; inhibition, % at 10 µM; hits with a dose series show IC50 in µM; 52,000 tested, under 10 active;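 active = IC50 under 40 µM in the dose-response test; inactive = IC50 of 40 µM or more, or never dose-tested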
# PMK inhibit: blocks S. pneumoniae phosphomevalonate kinase. AID 539. 65,000 compounds, 0.49% hits. inhibition, % at 10 µM. purified PMK, PK/LDH-coupled NADH absorbance 340 nm;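 active = top-ranked compounds by inhibition in the single 10 µM screen, taking a fixed number of the strongest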;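 note: 0% = full reaction with DMSO carrier and 100% = background rate without enzyme reaction; no value below 0 was filed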
# HT1080 cytotoxicity: HT1080 cell viability loss – fluorescence readout (AID 620); 87,000 compounds, 0.42% hits; one-dose cytotoxicity, % at 10 µM; EC50 in µM for titrated hits; HT1080 viability, fluorescence; higher % means a stronger effect;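 note: cells exposed to compound overnight then 4 h with Alamar Blue; 0% = vehicle DMSO and 100% = killing control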
# KRASV12 cytotoxicity: cytotoxicity in KRAS-transformed pancreatic duct cells, primary screen, cell-based, fluorescence, HTS (AID 431); HPDE-C7K KRASV12 cells, Alamar Blue viability, 48 h; higher % means a stronger effect; cytotoxicity, % at 10 µM; hits with a dose series show EC50 in µM; 63,000 compounds, 1.7% hits;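 active = compounds whose percent cytotoxicity in the single-dose primary screen, scaled between solvent and toxic-drug controls, exceeds 50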;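 note: 0% = DMSO solvent wells and 100% = doxorubicin-treated wells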
# Spn MK inh: blocks S. pneumoniae mevalonate kinase. purified MK, PK/LDH-coupled NADH absorbance 340 nm. inhibition, % at 10 µM. 65,000 compounds, 0.48% hits. AID 555;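 active = ranked among the strongest by inhibition in the single 10 µM screen, a fixed top-ranked set picked for dose follow-up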; note: no value below 0 was filed
# TNAP inhibition: inhibition of tissue-nonspecific alkaline phosphatase – biochemical, luminescent (AID 518) | purified TNAP enzyme, luminescent substrate readout; higher % means a stronger effect | inhibition, % at 20 µM, or IC50 in µM where a hit was titrated | 64,000 compounds, 0.09% hits; in the data active = a potency from the dose series; inactive = the rest, 99 in 100 with inhibition below about 22%;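 note: plate controls were vehicle for no effect and reference inhibitor for full effect; many of its hits are not listed in these tables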
# Spn DPM-DC inh: S. pneumoniae DPM-DC inhibition. purified DPM-DC, PK/LDH coupled NADH fluorescence. calls only at 10 µM. 65,000 compounds, 0.49% hits. AID 556;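 active = the 320 compounds with the highest percent inhibition in the single-dose primary screen, excluding strongly autofluorescent ones, cut at about 32% in these data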;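 note: kinetic rate of NADH fluorescence loss reporting ADP formed by the decarboxylase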
# PMK inhibit pilot replicates: further read-out of PMK inhibit, marked with its call; inhibition, %; measured here: pilot screen replicates
# Spn MK inh pilot replicates: recorded beside Spn MK inh, whose call it bears; inhibition, %; measured here: pilot screen replicates
# Spn DPM-DC inh pilot screen %: recorded beside Spn DPM-DC inh, whose call it bears; inhibition, %; measured here: pilot screen trials
# * = called active by the depositor; i = inactive; . = not tested or not shown; + = active, no number. Cut-off read from the data, not from the text of the source, unless noted: active = cytotoxicity above about 50%; inactive = the rest.
SMILES,HPDE-C7 viability,Bfl-1 inhibitors,LYP phosphatase,PMK inhibit,HT1080 cytotoxicity,KRASV12 cytotoxicity,Spn MK inh,TNAP inhibition,Spn DPM-DC inh,others
COc1cccc2cc(-c3csc(CCn4nc(C)cc4C)n3)c(=O)oc12,10%,4%,12%,14,8%,16%,6,9%,i,
Cc1nc2ncnn2c(N2CCC(C(=O)NCC3CCCO3)CC2)c1Cc1ccccc1 (stereo unspecified),5%,4%,7%,17,-6%,3%,0,12%,i,PMK inhibit pilot replicates=0.0;Spn MK inh pilot replicates=0.0;Spn DPM-DC inh pilot screen %=0.0
CN1CCN(c2nc3c(c(=O)n(C)c(=O)n3C)n2CC(N)=O)CC1,2%,-13%,11%,20,3%,-1%,0,12%,i,
Cc1cccc(CN2CCN(CC(=O)NCc3ccc(F)cc3)C2=O)c1,-10%,2%,2%,8,-1%,4%,2,4%,i,
CN(CCc1ccccn1)C(=O)Nc1ccc(F)cc1,-10%,5%,-3%,17,-9%,8%,8,5%,i,
CCCn1cc(S(=O)(=O)CC(=O)NC2CCCCC2)c2ccccc21,.,.,2%,5,-2%,.,8,.,i,
Cc1cc(C)n2nc(C(=O)OCCOc3ccc(F)cc3)nc2n1,7%,-4%,-4%,16,1%,9%,0,10%,i,
COc1ccc(C2CC3(CC(C)(C)NC(=O)N3)Oc3cc(O)ccc32)cc1 (stereo unspecified),4%,1%,0%,11,-2%,-8%,5,9%,i,
Cc1ccc(S(=O)(=O)c2c(N)n(Cc3ccco3)c3nc4ccccc4nc23)cc1,48%,5%,2%,0,5%,41%,12,6%,.,
N#CCSc1nnc(Cc2ccc3c(c2)OCO3)o1,-15%,-3%,.,18,13%,0%,3,6%,i,
CC(=O)c1cccc(NC(=O)c2cccc(S(=O)(=O)N(C)C)c2)c1,-1%,-8%,3%,9,-6%,-4%,10,6%,i,
Cc1onc(-c2ccccc2Cl)c1C(=O)NCc1ccc2c(c1)cc(C)n2C,4%,-1%,8%,6,.,-1%,3,9%,i,
CN1C(=S)SC(C)(C)C1(C)NO (stereo unspecified),.,-2%,0%,14,-10%,.,3,0%,i,
CC(C)OC(=O)Cn1c(=O)oc2ccccc21,-29%,0%,5%,16,3%,-28%,0,4%,i,
Cn1c(=O)oc2cc(S(=O)(=O)Nc3cccc(F)c3)ccc21,-5%,-12%,.,1,0%,-2%,0,4%,i,
CC(=O)Oc1ccc(Oc2ccc(-c3noc(C)n3)cc2)cc1,13%,3%,9%,0,2%,18%,0,-2%,i,
Cc1c(/C=N/n2cnnc2)c2ccccc2n1CCOc1ccc(Cl)cc1,16%,-15%,2%,0,9%,-7%,10,14%,i,
COc1ccc2nc(-n3c(C)ccc3C)sc2c1,0%,-3%,9%,4,-1%,-6%,9,6%,i,
COc1ccc(/C(O)=C2\C(=O)C(=O)N(c3cc(C)on3)C2c2cccc(OC)c2OC)cc1C (stereo unspecified),12%,-3%,1%,6,-6%,5%,17,10%,i,
Cc1ccc(CNC(=O)C2CCCN(c3nc4ccccc4o3)C2)cc1 (stereo unspecified),-9%,-3%,.,0,-4%,-3%,4,2%,i,
CCN(CC)S(=O)(=O)c1ccc(C(=O)Nc2nnc(C(C)C)s2)cc1,-9%,0%,-4%,2,-8%,-4%,5,8%,i,
CCN1CCN(C(=O)Cn2ncc3ccsc3c2=O)CC1,5%,1%,.,11,-6%,13%,8,15%,i,PMK inhibit pilot replicates=0.5;Spn MK inh pilot replicates=0.0;Spn DPM-DC inh pilot screen %=1.0
CCOC(=O)c1ccc(NC(=O)Nc2c(C)nn(C)c2C)cc1,.,0%,-2%,10,2%,.,5,10%,i,
Cc1ccccc1Cn1c(CN2CCN(c3ccc(F)cc3)CC2)nc2c1c(=O)n(C)c(=O)n2C,-6%,4%,9%,1,-13%,8%,3,9%,i,
Cn1c(=O)[nH]c(=O)c2c1nc(SCC(=O)O)n2CCc1ccccc1,4%,0%,-2%,7,-7%,-5%,13,8%,i,
CCc1ccccc1N(CC(=O)N1CCN(c2ccc(F)cc2)CC1)S(C)(=O)=O,-9%,-1%,4%,3,4%,-6%,7,6%,i,
CCOC(=O)Cn1c(CN(Cc2ccccc2)Cc2ccccc2)nc2c1c(=O)[nH]c(=O)n2C,-20%,-20%,11%,3,10%,-26%,2,-5%,i,
Cc1cc(C)nc(SCc2nnc(SCC#N)n2-c2cccc(Cl)c2)n1,-14%,-7%,.,11,-2%,-4%,3,8%,i,
CCCc1cc(N2CCN(c3ccccn3)CC2)n2nc(C)c(-c3ccccc3)c2n1,2%,-3%,0%,0,2%,6%,9,11%,i,
CCCCN(C)C(=O)c1ccc2c(c1)N(CC)C(=O)c1ccccc1S2(=O)=O,-23%,1%,6%,0,-3%,2%,2,0%,i,

# The closing 2 records of the part above lead into the next.
SMILES,HPDE-C7 viability,Bfl-1 inhibitors,LYP phosphatase,PMK inhibit,HT1080 cytotoxicity,KRASV12 cytotoxicity,Spn MK inh,TNAP inhibition,Spn DPM-DC inh,others
CCCc1cc(N2CCN(c3ccccn3)CC2)n2nc(C)c(-c3ccccc3)c2n1,2%,-3%,0%,0,2%,6%,9,11%,i,
CCCCN(C)C(=O)c1ccc2c(c1)N(CC)C(=O)c1ccccc1S2(=O)=O,-23%,1%,6%,0,-3%,2%,2,0%,i,
COc1ccc(C2NC3=C(CCCC3)C(C#N)(C#N)C2(C#N)C#N)cc1 (stereo unspecified),.,1%,-5%,13,29%,.,3,21%,i,
Clc1ccc(Oc2nc(Oc3ccc(Cl)cc3)nc(N3CCOCC3)n2)cc1,7%,-5%,.,5,.,10%,0,20%,i,
CCOc1ccc2[nH]c(=O)c(CN(Cc3ccc(F)cc3)C(=O)c3ccco3)cc2c1,-2%,-5%,-5%,1,-3%,6%,6,7%,i,
O=C(NCCOc1ccccc1)C1CCCN1C(=O)c1cccs1 (stereo unspecified),1%,6%,11%,10,3%,-1%,0,7%,i,
COC(=O)CSc1ncccc1-c1nc2ccccc2[nH]1,1%,-5%,8%,14,1%,-2%,6,6%,i,PMK inhibit pilot replicates=0.0;Spn MK inh pilot replicates=1.0;Spn DPM-DC inh pilot screen %=8.0
COc1ccc(N=c2oc3c(OC)cccc3cc2C(=O)NCc2ccco2)c(OC)c1,9%,4%,0%,3,11%,10%,8,18%,i,
CCOC(=O)c1[nH]c2ccccc2c1NC(=O)C1CCCC1,-3%,0%,.,0,.,8%,6,8%,i,
CC(=O)Nc1ccc(S(=O)(=O)N2CCN(C(C)CCc3ccccc3)CC2)cc1 (stereo unspecified),-4%,0%,-1%,7,-7%,-6%,28,11%,i,PMK inhibit pilot replicates=4.5;Spn MK inh pilot replicates=0.0;Spn DPM-DC inh pilot screen %=3.0
Cc1cccc(Nc2ncc3c(n2)CC(C)CC3=O)c1 (stereo unspecified),-6%,1%,-1%,11,-8%,0%,12,3%,i,
COC(=O)c1ccccc1NC(=O)C1CCCN(S(=O)(=O)c2ccccc2)C1 (stereo unspecified),-6%,-3%,7%,3,-3%,-6%,10,15%,i,
O=C1c2cccnc2C(=O)N1c1ccccc1-c1ccccc1,-2%,-8%,-2%,6,1%,13%,5,6%,i,
COC(=O)c1cc(OC)c(OC)cc1NC(=O)CC1CCCCC1,1%,-9%,-6%,1,-7%,-4%,8,4%,i,PMK inhibit pilot replicates=5.5;Spn MK inh pilot replicates=2.5;Spn DPM-DC inh pilot screen %=5.5
N#Cc1c(-c2cccnc2)c2c([nH]c1=S)CCCC2,-12%,1%,4%,0,-7%,-6%,80*,6%,+,
Nc1ccccc1NC1=CC(=O)CC(c2ccco2)C1 (stereo unspecified),4%,9%,8%,9,-1%,-8%,9,10%,i,
O=C(Cn1c(=O)sc2ccccc21)Nc1nc2c(s1)CCCC2,.,.,7%,16,26%,.,0,.,i,
Cc1nn(-c2cccc(C(=O)O)c2)c(C)c1Oc1ccccc1O,-1%,9%,11%,8,-14%,-9%,0,7%,i,
CC(C)OCCCNc1nc2c(c(=O)n(Cc3ccccc3F)c(=O)n2C)n1C,19%,-11%,.,14,3%,5%,7,11%,i,
Cc1cc(C(=O)COC(=O)C2=COCCO2)c(C)n1-c1ccc2c(c1)OCO2,-7%,3%,.,0,6%,-7%,4,14%,i,
Cc1oc(-c2ccccc2F)nc1CS(=O)CC(=O)NCc1ccc2c(c1)OCO2 (stereo unspecified),5%,-3%,4%,3,-6%,2%,4,0%,i,
O=C(Nc1ccc2c(c1)OCCO2)C1CCCN(S(=O)(=O)c2cccnc2)C1 (stereo unspecified),-2%,-3%,0%,2,1%,-8%,6,3%,i,
Cc1cc(C)nc(SCC(=O)N2CCOCC2)n1,0%,-2%,-1%,0,4%,-8%,5,6%,i,

# Ordered by heavy-atom count (ascending): some entries from above
SMILES,HPDE-C7 viability,Bfl-1 inhibitors,LYP phosphatase,PMK inhibit,HT1080 cytotoxicity,KRASV12 cytotoxicity,Spn MK inh,TNAP inhibition,Spn DPM-DC inh,others
Cc1cc(C)nc(SCC(=O)N2CCOCC2)n1,0%,-2%,-1%,0,4%,-8%,5,6%,i,
Cc1cccc(Nc2ncc3c(n2)CC(C)CC3=O)c1 (stereo unspecified),-6%,1%,-1%,11,-8%,0%,12,3%,i,
CN1CCN(c2nc3c(c(=O)n(C)c(=O)n3C)n2CC(N)=O)CC1,2%,-13%,11%,20,3%,-1%,0,12%,i,
CCN(CC)S(=O)(=O)c1ccc(C(=O)Nc2nnc(C(C)C)s2)cc1,-9%,0%,-4%,2,-8%,-4%,5,8%,i,
CCOc1ccc2[nH]c(=O)c(CN(Cc3ccc(F)cc3)C(=O)c3ccco3)cc2c1,-2%,-5%,-5%,1,-3%,6%,6,7%,i,
COc1ccc(/C(O)=C2\C(=O)C(=O)N(c3cc(C)on3)C2c2cccc(OC)c2OC)cc1C (stereo unspecified),12%,-3%,1%,6,-6%,5%,17,10%,i,
